S3 lipid droplet: qHTS Assay for Lipid Storage Modulators in Drosophila S3 Cells; Potency in µM for hits, for the others lipid storage change, negative = inhibition, % at the top dose, mostly 46.1 µM; Drosophila S3 cells, BODIPY lipid droplet fluorescence, 18-24 h; cells fed with added oleic acid; hit rate 0.64% among 320,000; active = well fitted inhibition curve with a large enough effect in the signal ratio, with a control signal flat, not every such curve was filed as active; inconclusive = small, poorly fitted or top-dose-only effect, or effect the other way, or a change in a side signal; the % refers to the signal ratio
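Laser-scanning cytometry quantifies lipid droplet accumulation (500–530 nm total intensity; droplet/cell object ratio) in oleic acid-fed (400 uM added) Drosophila S3 cells treated with a concentration series. 20 uM Triacsin C defined 100% inhibition.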
S3 lipid droplet cell count max: also measured in S3 lipid droplet; calls as there; cell number change, %; measured here: cell count max response;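 cells counted by Cell Tracker Red CMTPX staining in the red channel; peak over a dose series mostly up to 46.1 µM; percent activity relative to internal control wells on each plate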
* hit, by the source's call; i = inactive; ? = inconclusive; / = no result given; [ ] = another dose, or the depositor's remark. % is scaled to controls: 0 for no effect and ±100 for the full control effect; potency is read from the fitted curve at half-maximal effect. This is a subset; count on the stated rates, not on these rows.

SMILES | S3 lipid droplet | S3 lipid droplet cell count max
COc1ccc(CC(NC(C)=O)C(=O)NC2CCN(C(=O)Nc3ccccc3Cl)CC2)cc1OC (stereo not given) | ? | /
CC(C)N(C)C1CCN(S(=O)(=O)c2ccc(-c3ccc(=O)[nH]n3)s2)CC1 | ? | /
COc1ccc(-n2c(SCC(N)=O)nnc2-c2ccc(NS(=O)(=O)c3ccc(C)cc3)cc2)cc1 | ? | /
CN(C)CCC#CC1(O)c2ccccc2-c2ccccc21 | i | -6
CC(C)OC(=O)c1cccc(C(=O)O)n1 | -2% | 0
Cc1coc2c1c(C)cc1oc(=O)c(CC(=O)N[C@@H](C)C(=O)O)c(C)c12 | i | -20
O=C(Nc1ccccc1)C1=C[C@@H](C2CCCCC2)C[C@@H](OCc2ccc(CO)cc2)O1 | -10% | 0
O=C(Nc1ccc(Cl)cc1)Nc1ccccc1CC[N+](=O)[O-] | ? | /
Cc1ccc(N2CC(NS(=O)(=O)c3cccs3)CC2=O)cc1C (stereo not given) | ? | /
CN(C)CCN(Cc1ccccc1)S(=O)(=O)c1ccc2c(c1)n(C)c(=O)c(=O)n2C | -1% | -5
COCCn1c(SCC(=O)Nc2ccc3c(c2)OCCO3)nnc1C(C)C | 14% | 16
COc1cc2c(-c3ccccc3O)nc3c(c(C)nn3-c3ccccc3)c2cc1OC | 19% | 3
Cc1nc(C(=O)NC2CCCCC2)sc1C1(C)CC(c2cccc([N+](=O)[O-])c2)=NO1 (stereo not given) | ? | /
Cc1cc(C(=O)N(C2CCCCC2)C2CCCCC2)no1 | 5% | 2
CC(C)CC1NC(=O)N(CC(=O)Nc2ccc3c(c2)CCC3)C1=O (stereo not given) | ? | /
CCCS(=O)(=O)c1nc(S(=O)(=O)c2ccc(C)cc2)c(NCCCN2CCCC2=O)s1 | i | /
Cc1ccc([N+](=O)[O-])cc1N=Nc1c(C)[nH]n(C(N)=S)c1=O | -2% | 15
Cc1cccc(C)c1NC(=O)CSc1nnc(-c2ccco2)n1N | 5% | -13
O=C(CSc1ccc2nnc(-c3ccc(F)cc3)n2n1)NCC1CCCO1 (stereo not given) | 24% | 28
Cc1nc2ccc(NC(=O)Cc3c(F)cccc3Cl)cc2s1 | ? | /
CCOc1ccc(S(=O)(=O)Nc2ccc(S(=O)(=O)N3CCCC3)cc2)cc1 | ? | /
CCC(C(=O)Nc1cccc(C(=O)O)c1C)c1ccccc1 (stereo not given) | ? | /
COc1ccc(CCNC(=O)c2cc(-c3ccc4c(c3)OCO4)on2)cc1OC | ? | /
COC(=O)C(C)Sc1nc2c(cnn2-c2ccc(C)cc2)c(=O)[nH]1 (stereo not given) | ? | /
Cc1c(-n2c(SCC(=O)NC(C)C)nc3ccccc3c2=O)c(=O)n(-c2ccccc2)n1C | 24% | 7
Cc1ccc(C(=O)NC(=S)Nc2ccc(CN3CCOCC3)cc2)cc1 | ? | /
Cc1cc(-c2n[nH]c(=S)n2-c2ccc(C)c(C)c2)no1 | ? | /
COc1ccc(NC(=O)N2CCN(C(=O)c3ccco3)CC2)c(OC)c1 | ? | /
COCCn1c(SCC(=O)Nc2ccc(NC(C)=O)cc2)nc2ccccc2c1=O | ? | /
Cc1cc(NS(=O)(=O)c2ccc(NC(=O)/C=C/c3cccc(Cl)c3)cc2)no1 | ? | /
O=C(O)c1ccccc1C(=O)Nc1ccccn1 | ? | /
O=C(O)c1cccc(CSc2nc(-c3ccc(Cl)cc3)cc(C(F)(F)F)n2)c1 | -3% | -20
Cc1ccccc1CN1CCNC1=O | i | /
COc1cc(/C=N\NC(=O)c2ccc(-c3ccccc3)cc2)ccc1OCC(N)=O | ? | /
Cc1c(CCC(=O)O)c(=O)oc2cc(OCc3cccc(Cl)c3)ccc12 | ? | /
CCOC(=O)C1CCN(S(=O)(=O)c2ccc3c4c(cccc24)C(=O)N3)CC1 | ? | /

2 consecutive entries already listed, for reference:
SMILES | S3 lipid droplet | S3 lipid droplet cell count max
Cc1c(-n2c(SCC(=O)NC(C)C)nc3ccccc3c2=O)c(=O)n(-c2ccccc2)n1C | 24% | 7
Cc1ccc(C(=O)NC(=S)Nc2ccc(CN3CCOCC3)cc2)cc1 | ? | /

Later entries
SMILES | S3 lipid droplet | S3 lipid droplet cell count max
Cc1cc(C)cc(C(=O)OCC(=O)N2CCCCCC2)c1 | 0% | -14
CN1C(=O)C(CCC(=O)O)NC1=S (stereo not given) | ? | /
O=C(Nc1nnc(-c2ccccc2Cl)o1)c1ccc(S(=O)(=O)N2CCCCCC2)cc1 | ? | /
O=C(N1CCC(n2nc(-c3ccccc3)oc2=O)CC1)C1(c2ccc(Cl)cc2)CC1 | ? | /
CCC1CCCCN1CCCNC(=O)CN1C(=O)COc2ccc(S(=O)(=O)N3CCC(C)CC3)cc21 (stereo not given) | -7% | /
Cc1cc(C(=O)CCl)c(C)n1-c1c(C)n(C)n(-c2ccccc2)c1=O | ? | /
COc1ccc(NC(=S)NCc2ccc3c(c2)cc(C)n3C)cc1 | ? | /
Cc1ccc(C(=O)OCC2OC3OC(C)(C)OC3C2O)cc1 (stereo not given) | -11% | -4
COc1ccc2c(CCNC(=O)/C=C/c3ccc(OC)c(OC)c3)c[nH]c2c1 | ? | /
Cc1cc(NC(=O)Cc2ccccc2)ccc1NC(=O)c1cccs1 | ? | /
CC1CC2=C(C(=O)O1)C(c1ccccc1)Nc1ccccc1N2 (stereo not given) | ? | /
Cc1ccc(NC2CCCN(C(=O)c3ccccc3-c3ncc[nH]3)C2)cc1C (stereo not given) | 24% | -1
CN(C)c1ccc(/C=C(\NC(=O)c2ccccc2)C(=O)NCCCn2ccnc2)cc1 | ? | /
Cc1ccc(CNC(=O)c2cc3c(=O)n(C)c4ccccc4c3n2C)cc1 | ? | /
CCn1c2ccc(Cl)cc2c2nc3ccccc3nc21 | -14% | -10
COc1ccccc1/C=N/NC(=O)CO | 2% | -1
CC(C)C(NC(=O)c1ccccc1F)C(=O)OCC(=O)c1ccc(F)cc1 (stereo not given) | ? | /
Cc1ccc(S(=O)(=O)NC2(C(F)(F)F)NC(=O)N(CCc3ccccc3)C2=O)cc1 (stereo not given) | -10% | 3
CCCCn1c(N)c(N(CC(C)C)C(=O)c2oc3c(Cl)cccc3c2C)c(=O)[nH]c1=O | ? | /
O=C(Nc1ccc(NC(=O)c2cccs2)c(Cl)c1)c1cccs1 | i | -23
CC(/C=C/c1ccccc1)=N/NC(=O)c1cnccn1 | 9% | 9
CCOC(=O)C1=C(O)C(=O)N(c2ccc(S(N)(=O)=O)cc2)C1c1ccc(Cl)cc1 (stereo not given) | 0% | -8
CN(C)c1oc(-c2ccc(OCc3ccccc3)cc2)nc1C#N | 10% | /
O=C(NC1CCCCC1)N(CCN1CCOCC1)Cc1cc2cc3c(cc2[nH]c1=O)OCCO3 | ? | /
COc1ccc(NC(=O)CSc2ccccc2)cn1 | -9% | 8
CC(OC1=CC(=O)CCC1)C(=O)c1ccccc1 (stereo not given) | ? | /
O=C(NCCCN1CCOCC1)c1ccccc1N1C(=O)[C@@H]2Cc3c([nH]c4ccccc34)C(c3ccc(F)cc3)N2C1=O (stereo not given in full) | -16% | -1
Cc1cc(Br)ccc1NC(=O)CNC(=O)CN(C)C1CCS(=O)(=O)C1 (stereo not given) | ? | /
COc1ccc(S(=O)(=O)N2CCOCC2)cc1C(=O)N1CCCCCC1 | 0% | /
CC(C)(C)c1ccc(C(=O)NCCC(=O)Nc2ccc(S(=O)(=O)Nc3nccs3)cc2)cc1 | ? | /
CCOC(=O)c1ccc(NC(=O)C2CC(=O)N(c3ccc4c(c3)OCCO4)C2)cc1 (stereo not given) | 10% | -6
O=C(COc1ccccc1)NCC(c1ccco1)N1CCN(c2ccc(F)cc2)CC1 (stereo not given) | ? | /
Cc1cc(C)cc(NC(=S)N(CCN2CCCCC2)Cc2ccco2)c1 | 2% | 10
O=C(CC1C(=O)N(c2ccccc2)C(=O)N1C1CCCCC1)Nc1ccccc1 (stereo not given) | i | /
N#CC12CCCCC1CC1CCCCC1(C#N)N2CCO (stereo not given) | ? | /
O=C(CCS(=O)(=O)c1ccccc1)Nc1cccc(-c2nc3ccccc3s2)c1 | ? | /
COc1ccc(N2CCN(C(=O)CSc3nnc(C)c(=O)[nH]3)CC2)cc1 | 29µM* | 2.5*
CC(C)(C)NC(=O)CSc1nc2ccc(Nc3nc(N4CCOCC4)nc(N4CCOCC4)n3)cc2s1 | ? | /
Cc1ccc(-c2csc(NC(=O)CSc3ncn(-c4ccccc4)n3)n2)cc1 | i | /
CC(C)CCCN1CCN=C1Nc1ccccc1 | -19% | 1
Cc1c(NC(=O)c2cc3nc(-c4ccccc4)cc(C)n3n2)c(=O)n(-c2ccccc2)n1C | 18% | 9
O=C(NNc1ccc(Cl)cc1)C1CCC1 | ? | /
CCOC(=O)c1[nH]c2ccccc2c1NC(=O)c1ccc(S(=O)(=O)N(C)C)cc1 | -3% | 1
CC(C)NC(=O)CCc1nc2cccnc2n1-c1ccccc1 | i | 15
O=C(N/N=C/c1cccc(F)c1)c1c(O)c2c([nH]c1=O)CCCC2 | ? | /
COc1ccc(-c2ccnc3cc(C(=O)O)nn23)cc1 | i | /
O=C(CSc1nnc(Cc2csc(Nc3cccc(Cl)c3)n2)o1)N1CCc2ccccc21 | 15% | -16
Cc1ccc(NC(=O)c2ccc(OCc3c(C)noc3C)cc2)nc1 | ? | /

16 entries from above, ordered by count of non-hydrogen atoms, low to high:
SMILES | S3 lipid droplet | S3 lipid droplet cell count max
O=C(NNc1ccc(Cl)cc1)C1CCC1 | ? | /
CC(C)CCCN1CCN=C1Nc1ccccc1 | -19% | 1
COc1ccc(-c2ccnc3cc(C(=O)O)nn23)cc1 | i | /
N#CC12CCCCC1CC1CCCCC1(C#N)N2CCO (stereo not given) | ? | /
CC(C)NC(=O)CCc1nc2cccnc2n1-c1ccccc1 | i | 15
O=C(N/N=C/c1cccc(F)c1)c1c(O)c2c([nH]c1=O)CCCC2 | ? | /
Cc1cc(Br)ccc1NC(=O)CNC(=O)CN(C)C1CCS(=O)(=O)C1 (stereo not given) | ? | /
Cc1cc(C)cc(NC(=S)N(CCN2CCCCC2)Cc2ccco2)c1 | 2% | 10
Cc1ccc(-c2csc(NC(=O)CSc3ncn(-c4ccccc4)n3)n2)cc1 | i | /
CCOC(=O)c1[nH]c2ccccc2c1NC(=O)c1ccc(S(=O)(=O)N(C)C)cc1 | -3% | 1
CCOC(=O)c1ccc(NC(=O)C2CC(=O)N(c3ccc4c(c3)OCCO4)C2)cc1 (stereo not given) | 10% | -6
O=C(COc1ccccc1)NCC(c1ccco1)N1CCN(c2ccc(F)cc2)CC1 (stereo not given) | ? | /
O=C(CSc1nnc(Cc2csc(Nc3cccc(Cl)c3)n2)o1)N1CCc2ccccc21 | 15% | -16
CC(C)(C)c1ccc(C(=O)NCCC(=O)Nc2ccc(S(=O)(=O)Nc3nccs3)cc2)cc1 | ? | /
CC(C)(C)NC(=O)CSc1nc2ccc(Nc3nc(N4CCOCC4)nc(N4CCOCC4)n3)cc2s1 | ? | /
O=C(NCCCN1CCOCC1)c1ccccc1N1C(=O)[C@@H]2Cc3c([nH]c4ccccc34)C(c3ccc(F)cc3)N2C1=O (stereo not given in full) | -16% | -1

Following part:
SMILES | S3 lipid droplet | S3 lipid droplet cell count max
Cc1ccc(NC(=O)CN(C)C(=O)COc2ccc(C(=O)c3ccc(F)cc3)cc2)cc1 | ? | /
O=C(O)CN1C(=O)CC(c2ccccc2)CC1=O | i | /
CCCCCOc1ccc(OC(=O)c2ccncc2)cc1 | ? | /
CC(NCC(O)COc1ccccc1)C1COc2ccccc2O1 (stereo not given) | ? | /
COC(=O)CCC(=O)NNC(=O)c1cccc(Cl)c1 | 10% | -16
O=S(=O)(c1ccc(NCCCO)nc1)N1CCOCC1 | ? | /
O=S(=O)(NCCc1ccncc1)c1ccc(S(=O)(=O)N2CCCCCC2)cc1 | ? | /
COc1ccccc1NC(=O)CSc1nnc(CSc2nc(C)cc(C)n2)o1 | 13% | 16
COc1ccc(NC(=O)c2ccsc2NC(C)=O)cc1 | ? | /
O=C1CN(C(=O)c2ccccc2F)C(c2ccccc2)c2cc(F)ccc2N1 (stereo not given) | ? | /
O=C(NCC(c1ccco1)N1CCN(c2ccccc2)CC1)c1ccco1 (stereo not given) | -14%[0.0737 µM] | -10
Cc1ccc(NCc2ccco2)cc1C | 9% | -1
COc1ccccc1NC(=O)C1CC(=O)N(c2ccc(F)cc2)C1 (stereo not given) | ? | /
CN(C)C=Nc1ccc2nn(-c3ccccc3)nc2c1 | -4% | -5
COc1ccc(CN(C)C(C)C(=O)Nc2cccc3ccccc23)cc1 (stereo not given) | ? | /
Cc1ccc(CNC(=O)C2CCCN(S(=O)(=O)N3CC(C)CC(C)C3)C2)cc1 (stereo not given) | -24% | /
COc1ccc(N(CC(=O)NCCC2=CCCCC2)S(C)(=O)=O)cc1OC | ? | /
COc1ccc(N(CC(=O)NC(C)C)C(=O)CCC(=O)Nc2ccccn2)cc1 | ? | /
COc1ccc(N2CC(C(=O)NNC(=O)c3ccc(Br)cc3)CC2=O)c(OC)c1 (stereo not given) | ? | /
CCN1CCN(C(=O)c2ccc(Cl)c(S(=O)(=O)N3CCCCCC3)c2)CC1 | ? | /
O=C(COc1ccc2c3c(c(=O)oc2c1)CCC3)Nc1ccccn1 | ? | /
Cc1cccc(Nc2nnc(-c3ccc(N4CCOCC4)c([N+](=O)[O-])c3)c3ccccc23)c1 | ? | /
Cc1ccn2cc(-c3ccc(NC(=O)c4ccco4)cc3)nc2c1 | ? | /
Cc1cccc(OCCCC(=O)Nc2ccc(S(N)(=O)=O)cc2)c1 | ? | /
COc1ccc(Nc2nnc(SCC(=O)c3cc4ccccc4o3)s2)cc1 | ? | /
